# Dicer inh: human Dicer pre-microRNA cleavage inhibition. Q9UPY3. cat-ELCCA pre-miR-21 Dicer processing, chemiluminescence; active compounds read high. z-score at 25 µM. 47,000 tested, 6% active; in the data active = z-score above about 3, passing the limit was not always enough;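 also: plate controls were vehicle for no effect and no enzyme for full effect; higher signal means more uncleaved substrate so more Dicer inhibition; strong numbers were not always called active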
# Target sequence (Q9UPY3 whole entry, looked up): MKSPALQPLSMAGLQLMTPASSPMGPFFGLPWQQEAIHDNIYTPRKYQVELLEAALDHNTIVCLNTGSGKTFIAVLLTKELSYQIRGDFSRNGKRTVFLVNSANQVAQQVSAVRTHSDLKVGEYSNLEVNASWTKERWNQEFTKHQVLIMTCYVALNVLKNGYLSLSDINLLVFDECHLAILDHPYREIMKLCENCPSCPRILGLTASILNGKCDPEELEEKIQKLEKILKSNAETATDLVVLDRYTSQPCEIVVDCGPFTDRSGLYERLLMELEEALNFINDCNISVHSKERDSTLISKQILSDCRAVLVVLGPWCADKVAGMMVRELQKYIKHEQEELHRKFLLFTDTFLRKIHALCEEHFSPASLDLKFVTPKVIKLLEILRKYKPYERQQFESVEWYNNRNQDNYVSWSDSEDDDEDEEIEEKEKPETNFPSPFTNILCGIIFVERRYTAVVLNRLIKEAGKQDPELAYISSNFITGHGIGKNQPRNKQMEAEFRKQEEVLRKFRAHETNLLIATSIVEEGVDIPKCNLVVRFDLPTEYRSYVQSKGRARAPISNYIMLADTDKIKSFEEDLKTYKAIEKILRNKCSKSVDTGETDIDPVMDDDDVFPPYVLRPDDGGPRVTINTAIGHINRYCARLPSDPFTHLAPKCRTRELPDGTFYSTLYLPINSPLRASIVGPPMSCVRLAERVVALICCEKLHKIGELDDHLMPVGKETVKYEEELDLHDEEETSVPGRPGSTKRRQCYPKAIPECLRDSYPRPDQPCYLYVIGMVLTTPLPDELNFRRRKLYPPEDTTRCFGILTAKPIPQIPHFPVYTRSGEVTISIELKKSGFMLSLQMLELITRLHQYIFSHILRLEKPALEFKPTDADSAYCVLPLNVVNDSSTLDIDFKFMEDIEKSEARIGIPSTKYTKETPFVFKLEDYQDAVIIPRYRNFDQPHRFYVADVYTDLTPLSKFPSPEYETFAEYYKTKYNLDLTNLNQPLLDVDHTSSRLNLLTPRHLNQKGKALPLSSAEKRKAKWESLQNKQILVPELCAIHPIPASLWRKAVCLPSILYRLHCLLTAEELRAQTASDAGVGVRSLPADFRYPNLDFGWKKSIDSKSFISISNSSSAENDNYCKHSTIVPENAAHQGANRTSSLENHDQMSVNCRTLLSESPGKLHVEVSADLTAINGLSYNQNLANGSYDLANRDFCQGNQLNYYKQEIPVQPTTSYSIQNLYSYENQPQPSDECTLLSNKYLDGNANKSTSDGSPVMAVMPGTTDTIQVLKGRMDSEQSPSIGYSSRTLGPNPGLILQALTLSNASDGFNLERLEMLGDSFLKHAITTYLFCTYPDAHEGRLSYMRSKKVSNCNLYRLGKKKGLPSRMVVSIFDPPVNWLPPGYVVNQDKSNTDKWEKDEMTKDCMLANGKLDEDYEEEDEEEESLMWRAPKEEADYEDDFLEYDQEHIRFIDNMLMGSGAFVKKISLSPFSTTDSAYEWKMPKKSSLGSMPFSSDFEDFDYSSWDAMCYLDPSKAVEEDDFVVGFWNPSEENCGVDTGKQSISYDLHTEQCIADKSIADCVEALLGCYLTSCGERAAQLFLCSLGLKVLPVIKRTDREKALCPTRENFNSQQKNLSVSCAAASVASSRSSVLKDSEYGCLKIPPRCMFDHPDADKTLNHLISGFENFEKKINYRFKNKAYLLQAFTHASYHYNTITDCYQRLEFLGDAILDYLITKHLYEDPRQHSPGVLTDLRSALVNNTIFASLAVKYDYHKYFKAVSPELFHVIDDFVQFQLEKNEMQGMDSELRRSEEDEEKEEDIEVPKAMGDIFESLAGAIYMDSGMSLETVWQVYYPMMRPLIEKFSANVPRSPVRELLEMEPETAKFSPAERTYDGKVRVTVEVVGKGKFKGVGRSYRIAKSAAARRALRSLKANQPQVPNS
# The depositor's hits bear a star. These rows are one share of the data, so the mix of outcomes need not match the whole.
SMILES,Dicer inh
Cn1c(N2CCOCC2)nc2c1c(=O)n(Cc1cccc(Br)c1)c(=O)n2C,0.93
CCCN(CCC)C(=O)C1Sc2nnc(C)n2NC1c1ccc(C)cc1 (stereo not drawn),-0.18
Cn1c(SCc2ccc3nc(C(F)(F)F)ccc3c2)nnc1C(F)(F)F,-0.87
COC(=O)C1=C(C)NC2=C(C(=O)CC(C)(C)C2)C1c1ccc(OCc2ccc(Cl)cc2)c(OC)c1 (stereo not drawn),0.21
O=C(C1=NNCC1c1c2ccccc2cc2ccccc12)c1ccc(Br)cc1 (stereo not drawn),-0.74
Cc1cc(NC(=O)Cn2nc(C(F)(F)F)c3c2CCC3)no1,1.6
Cc1ccc(S(=O)(=O)c2nc(-c3ccco3)oc2N2CCCCC2)cc1,-0.48
Cc1cccc(Cl)c1NC(=O)Nc1ccc(NC(=O)c2ccccc2O)cc1,1.3
COc1ccc(C2C(C(=O)OCc3ccccc3)=C(C)NC3=C2C(=O)CC(C)(C)C3)c(OC)c1 (stereo not drawn),0.75
CCOC(=O)COc1ccc2c(=O)c(Oc3ccc(OC)cc3)c(C(F)(F)F)oc2c1,0.34
CC(=O)C(C)=O,0.17
Clc1cc(Cl)c2nc(N3CCOCC3)sc2c1,0.29
O=C1CS(=O)(=O)N(Cc2c(F)cccc2Cl)c2ccccc21,-0.02
O=C1CC(c2ccccc2)Oc2ccc(Cl)cc21 (stereo not drawn),-1.4
CC(C)NC(=O)O/N=C(\N)CSc1nccn1C,0.1
Cc1ccc(-c2cc(Cc3cccn3-c3ccc(Cl)cc3)c(=O)[nH]n2)cc1,3.8*
CC(C)(C)C(=O)O/N=C/c1ccc2c(c1)OCO2,-1.4
CC(C)NC(=O)NCCNC(=O)OC(C)(C)C,-0.2
N#C/C(=C\Nc1cnccn1)C(=O)c1cccs1,0.7
COC(=O)c1cc2c(N)c(C(=O)OC)sc2nc1C(OC)OC,1.1
Cc1ccc(-n2c(N)c(C#N)c3nc4ccccc4nc32)c(C)c1,-5.8
CCC(C)C(=O)Nc1ncc2c(n1)CC(c1ccc(C(C)C)cc1)CC2=O (stereo not drawn),0.71
COc1cc(OC)c(Br)cc1Br,-0.72
Cc1c(S(=O)(=O)c2ccc(Cl)cc2)csc1C(=O)N/N=C/C(C)(C)C,-1.2
CCCN=C(C1=C(O)C(=O)N(c2ccccc2)C1=O)c1ccccc1,-1.6

# Further records follow.
SMILES,Dicer inh
Cc1ccn(-c2n[nH]c(C)c2[N+](=O)[O-])n1,-0.82
CCCSc1ccc2c3c(cccc13)C(=O)N(CCc1ccc(OC)c(OC)c1)C2=O,-0.85
O=C(/C=C/c1ccccc1)Nc1cccnc1Oc1ccc(F)cc1F,-0.52
CCOC(=O)C(C)Sc1nc(-c2ccccc2)ccc1C#N (stereo not drawn),-1.4
CCOC(=O)c1c(NS(=O)(=O)c2ccc(C)cc2)sc2c1CCCC2,-1.7
CCN(CC)CCn1c(-c2ccc(OC)cc2)nc(=S)c2c1CC(C)(C)OC2,0.56
O=C(CSc1nc(-c2ccco2)cc(C(F)(F)F)n1)NCc1cccs1,0.39
N#Cc1cn(Cc2ccccc2Cl)c(=O)[nH]c1=O,0.24
Cn1ncc2c(NNC(=S)Nc3ccc(F)cc3F)ncnc21,-0.01
Cc1ccc(/C(O)=C2\C(=O)C(=O)N(Cc3cccnc3)C2c2cccc(Br)c2)cc1 (stereo not drawn),0.29
COc1cc2c(cc1OC)CN(C(=O)c1sc(-c3cnccn3)nc1C)CC2,-2.3
N#Cc1nc(COc2ccccc2F)oc1N1CCN(c2ccccc2)CC1,0.17
O=C(CSc1nnc(-c2ccc(O)cc2)o1)c1ccc(Cl)cc1,-2.9
CCOc1cc(C2C(C(=O)OC(C)C)=C(C)N=C3SCCC(=O)N32)ccc1OC(C)=O (stereo not drawn),-1.1
COC(=O)C1=C(C(=O)c2ccccc2)C(c2ccc(OC)cc2OC)n2nnnc2N1 (stereo not drawn),-0.64
O=C(CC1C(=O)NCCN1C(=O)Nc1ccccc1)Nc1ccc(F)cc1 (stereo not drawn),-1.5
COc1ccc2c(c1)CCC1C2=NN(C(C)=O)C1c1ccc(Br)cc1 (stereo not drawn),16
O=C(O)CCC(NC(=O)OCc1ccccc1)C(=O)O (stereo not drawn),0.24
CN(C)/C=C/C(=O)c1ccc(C#N)cc1,0.35
Cc1c(CC(=O)N(C)C)sc2ccccc12,-1.2
CC1CC(C)CN(c2ccc(S(N)(=O)=O)cc2[N+](=O)[O-])C1 (stereo not drawn),-1.1
NNC(=O)Cc1ccc(Cl)c(Cl)c1,1.9
Cc1cc(C)c2[nH]c(C)c(CN(C)C)c(=O)c2c1,0.29
O=C(O)CCCC(=O)N1CCN(c2nc(-c3ccccc3)c3cc(Br)ccc3n2)CC1,0.89
CS(=O)(=O)N(Cc1ccccc1)c1ccccn1,1.2

# An excerpt from above in order of count of non-hydrogen atoms, highest first:
SMILES,Dicer inh
O=C(O)CCCC(=O)N1CCN(c2nc(-c3ccccc3)c3cc(Br)ccc3n2)CC1,0.89
Cc1ccc(/C(O)=C2\C(=O)C(=O)N(Cc3cccnc3)C2c2cccc(Br)c2)cc1 (stereo not drawn),0.29
CCN(CC)CCn1c(-c2ccc(OC)cc2)nc(=S)c2c1CC(C)(C)OC2,0.56
O=C(CC1C(=O)NCCN1C(=O)Nc1ccccc1)Nc1ccc(F)cc1 (stereo not drawn),-1.5
O=C(CSc1nc(-c2ccco2)cc(C(F)(F)F)n1)NCc1cccs1,0.39
COc1ccc2c(c1)CCC1C2=NN(C(C)=O)C1c1ccc(Br)cc1 (stereo not drawn),16
O=C(CSc1nnc(-c2ccc(O)cc2)o1)c1ccc(Cl)cc1,-2.9
CCOC(=O)C(C)Sc1nc(-c2ccccc2)ccc1C#N (stereo not drawn),-1.4
CC1CC(C)CN(c2ccc(S(N)(=O)=O)cc2[N+](=O)[O-])C1 (stereo not drawn),-1.1
O=C(O)CCC(NC(=O)OCc1ccccc1)C(=O)O (stereo not drawn),0.24
N#Cc1cn(Cc2ccccc2Cl)c(=O)[nH]c1=O,0.24
Cc1c(CC(=O)N(C)C)sc2ccccc12,-1.2
CN(C)/C=C/C(=O)c1ccc(C#N)cc1,0.35
NNC(=O)Cc1ccc(Cl)c(Cl)c1,1.9

# (further entries)
SMILES,Dicer inh
C=CCNC(=O)COc1nc(-c2cccs2)cc(C(F)(F)F)n1,0.71
CCCCN1C(=O)C(=O)c2ccccc21,-1.1
Cc1cc(=O)[nH]c(SCc2c(F)cccc2Cl)n1,1.2
Cc1cc(C)c(Nc2ncnc(N)n2)c(C)c1,-0.41
Clc1ccccc1N1CCN(C2=Cc3ccccc3CC2)CC1,-1.1
CCOC(=O)[C@@H](N)Cc1ccccc1,-0.77
COc1ccc(OC)c(C(=O)c2oc3ccccc3c2NC(=O)CSc2ccccn2)c1,3.3*
CCCCN1C(=O)C2(/C(=C(/O)c3ccc(C)cc3)C(=O)C(=O)N2CCCN(C)C)c2ccccc21 (stereo not drawn),1.8
CN(C)CCCNc1ccc([N+](=O)[O-])c(NCCCN(C)C)c1C#N,0.67
CSc1sc(C#N)c2c1/C(=N/OC(=O)c1ccccc1Cl)CCC2,-0.08
Cc1nc(-c2ccc([N+](=O)[O-])cc2)c(-c2ccccc2)o1,-0.55
O=S(=O)(NCc1cccnc1)c1ccc(Br)cc1,0.47
Cn1nc(C(F)(F)F)cc1OS(=O)(=O)c1ccc(Cl)cc1Cl,-0.08
Cc1cc(-c2nn(C)c(=O)c3ccccc23)cc(C)c1OCC(=O)NNC(=O)Nc1ccc(OC(F)(F)F)cc1,-0.6
C#CCOc1ccc(C2CC(=O)Nc3n[nH]c(-c4ccc(Cl)cc4)c32)cc1 (stereo not drawn),2.5
O=C(CSc1nc(-c2ccco2)cc(C(F)(F)F)n1)N1CCN(c2ccc(Cl)cc2)CC1,-0.17
COC(=O)C1=C(C)NC2=C(C(=O)CC(c3cccs3)C2)C1c1ccc(F)c(F)c1 (stereo not drawn),0.15
CCCc1[nH]nc2c1C(c1cccc(OC)c1OC)C(C#N)=C(N)O2 (stereo not drawn),-2.3
Cc1csc2ncnc(NC3CCN(Cc4ccccc4)CC3)c12,0.71
Clc1cccc(OCc2nc(-c3ccc(-n4cccc4)cc3)no2)c1,-0.7
N#Cc1nccnc1Oc1ccc(Cl)cc1,-1.8
CCOC(=O)c1sc(N2C(=O)C(O)=C(C(=O)c3ccco3)C2c2ccc(OC)cc2)nc1C (stereo not drawn),0.97
O=c1oc2ccccc2nc1/C=C(\O)c1ccc([N+](=O)[O-])cc1,-0.39
Cc1[nH]c2ccccc2c1C1(O)C(=O)N(Cc2cccs2)c2ccc(Cl)cc21 (stereo not drawn),-1.2
Cc1nn(-c2ccc(Br)cc2)c2nc(-c3ccncc3)cc(C(F)(F)F)c12,5.5

# Later entries:
SMILES,Dicer inh
Fc1cccc(Cl)c1Cn1nnc(-c2c(Cl)cccc2Cl)n1,0.74
CCC1=C(C(=O)OC)C(c2ccc(N(C)C)cc2)n2ncnc2N1 (stereo not drawn),2.1
O=c1[nH]/c(=C/c2ccc(OC(F)(F)F)cc2)c(=O)[nH]/c1=C/c1ccc(OC(F)(F)F)cc1,1.1
Cc1nc(-c2ccc(S(=O)(=O)NCCNC(=O)OC(C)(C)C)s2)cs1,-0.85
COc1ccc(Cc2nn3c(-c4ccc(Cl)cc4Cl)nn(-c4ccc([N+](=O)[O-])cc4)c3nc2=O)cc1,0.25
Cc1cc(C)nc(SCCc2ccncc2)n1,3.6*
Cc1nc2ccc(Oc3ccc4nc(C)[nH]c4c3)cc2[nH]1,-0.46
Cc1ccc(S(=O)(=O)N2CCN(C)CC2)c2nsnc12,-0.66
CC(C)(C)NC(=O)c1cccc2c1-c1ccccc1C2=O,-0.56
O=C(c1ccco1)c1cn(CC(=O)N2CCOCC2)c2ccccc12,1.2
CC(=O)c1c(C)[nH]c(-c2ccccc2)nc1=S,-1.4
Clc1ccc2[nH]cc(-c3nnnn3-c3ccc4ccccc4c3)c2c1,2.5
CSC(=S)NNC(=O)c1ccc(C(F)(F)F)cc1,2.4
CCOC(=O)C(NCCc1ccc(OC)cc1)(NC(=O)c1ccccc1Cl)C(F)(F)F (stereo not drawn),0.25
Cc1ccc(Nc2cc(C)nc3ccc(C)cc23)cc1,-0.61
O=C(CSc1n[nH]c(-c2ccco2)n1)c1ccc(O)cc1O,10*
O=C1c2oc3ccccc3c(=O)c2C(c2ccc(OCc3ccccc3)cc2)N1c1ccccn1 (stereo not drawn),2
CCOC(=O)C1=C(C)NC2=C(C(=O)CC(C)(C)C2)C1c1cccs1 (stereo not drawn),-1.9
CCOCCOC(=O)C(C)Oc1ccc(Oc2ncc(Cl)cc2Cl)cc1 (stereo not drawn),-0.39
CC(C)(C)c1ccc(C(=O)Nc2ccccc2OC(F)(F)F)s1,-0.52
CCOC(=O)c1noc(C)c1-c1csc(N/N=C/c2ccccc2Cl)n1,-0.72
COc1cc(-c2cc(OC)c3c(C)oc(C)c3c(=O)c2)ccc1O,1.3
CC(=O)c1cc([N+](=O)[O-])c(Nc2ccc(Cl)cc2)s1,4.8*
COc1ccccc1C1/C(=C(\O)c2ccccc2)C(=O)C(=O)N1Cc1cccnc1 (stereo not drawn),-2.4
COc1ccc2nc(C3C(=O)c4ccccc4C3=O)ccc2c1,0.25

# The results go on.
SMILES,Dicer inh
Cc1cc(C=C2C(=O)NC(=S)NC2=O)cc(C)c1O,-1.6
COc1cc(CCc2cc(OC)c(C)cc2OC)c(OC)cc1C,-1.8
CC1/C=C/C=C/CC/C=C/C=C/C=C/C=C/C(O[C@@H]2O[C@H](C)[C@@H](O)[C@H](N)[C@@H]2O)CC(O)C(C(=O)O)C(O)CC(=O)CC(O)C(O)CCC(O)CC(O)CC(O)CC(=O)OC(C)C(C)C1O (stereo partly drawn),0.25
O=C(CSc1ncn[nH]1)c1ccc(Cl)cc1,0.08
Cc1ccc(/C(O)=C/C(=O)C(=O)NNC(=O)c2cc(C)nc3ccccc23)cc1,3.2*
CCn1cc(-c2ccc3ccccc3n2)c(=S)c2ccccc21,-0.83
N[C@@H](CCCCNC(=O)OCc1ccccc1Cl)C(=O)O,-1.1
CC1=C(C(=O)OC(C)C)C(c2ccc(Cl)cc2)C2=C(CC(c3ccccc3)CC2=O)N1 (stereo not drawn),2
COC(OC)c1cc(=O)[nH]c(SCC(=O)c2ccc(C)cc2)n1,-1.7
CCOC(=O)C1=C(C)NC2=C(C(=O)CC(C)(C)C2)C1c1ccc(OC(C)=O)c(OC)c1 (stereo not drawn),1.6
Cc1nc(N)nc(CSc2ccccc2)n1,-1
COc1ccc(C2C(C#N)=C(N)Oc3n[nH]c(C)c32)cc1O (stereo not drawn),-3.2
CCOC(=O)c1cnc2cc(-c3ccccc3)[nH]n2c1=O,-2.6
Cc1[nH]nc(Nc2ccc(C(C)C)cc2)c1[N+](=O)[O-],0.47
Clc1cccc(-c2nn3c(COc4ccccc4)nnc3s2)c1,-0.87
Cc1c(O)c2cnn(-c3ccccc3)c2[nH]c1=O,0.66
Cc1ccc(C(=O)CN2C(=O)c3ccccc3S2(=O)=O)cc1,-1.1
S=c1[nH]nc(-c2ccc(Cl)cc2)n1/N=C/c1cccnc1,-2
O=C(Oc1c(-c2ccccc2)c(=O)n2c3c(cccc13)CCC2)c1cccs1,-1
CCc1c(C)nc(SCc2ccc(C)cc2)c(C#N)c1C,1.2
CC(C)(C)S(=O)(=O)/C(C#N)=C/c1ccsc1,0.94
NC(=O)C1=CN(C2OC(COP(=O)(O)OP(=O)(O)OC[C@H]3O[C@@H](n4cnc5c(N)ncnc54)C(OP(=O)(O)O)[C@H]3O)C(O)C2O)C=CC1 (stereo partly drawn),-0.38
CC1=CCC2C(=O)N(c3ccccc3O)C(=O)C2C1 (stereo not drawn),-0.99
Cc1nc(-c2ccc(S(=O)(=O)Oc3ccccc3Cl)s2)cs1,-0.84
CCOC(=O)c1cc(-c2ccccc2)sc1NC(=O)Nc1ccc(C)cc1,-2.7
CCOc1ccc(S(=O)(=O)Nc2ccccn2)c(C)c1C,1.1
CCOc1cc(C)c(C(C)C)cc1S(=O)(=O)n1ccnc1C,0.18
CCOC(=O)c1sc2ncn(CC(=O)OCC(C)C)c(=O)c2c1C,0.27
O=S(=O)(c1ccc(Br)c2nsnc12)N1CCC(Cc2ccccc2)CC1,0.85
